GAA glycogen mod: inhibitors or activators of human alpha-glucosidase glycogen cleavage | P10253 | recombinant GAA, glycogen substrate, Amplex Red glucose oxidase fluorescence | Potency, µM (doses to about 76.4 µM), for the others: at the top dose activity change, negative = inhibition, most hits filed as inhibitors | 300,000 tested, 0.38% active | AID 2100; active = well fitted inhibition curve with a large enough effect;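 also: 0% = full enzyme reaction and -100% = no-enzyme basal signal; the screen sought inhibitors and activators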
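Recombinant human enzyme (4 nM); glycogen substrate; 37 C, 40 min, pH 5.0. Readout: coupled glucose oxidase/Amplex Red fluorescence.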
* marks the source's active call; other numbers are inactive results; & = joins results of further samples; [ ] = dose if it differs, or a comment. Potency is read from the fitted curve at half-maximal effect. An excerpt (hit frequency here may not be typical).

| GAA glycogen mod | SMILES |
| --- | --- |
| -1% | COc1ccc([N+](=O)[O-])c(OC)c1C(=O)NC(=O)Nc1c(C)cccc1C |
| -2%[76.3 µM] | O=C(N=C1SC2CS(=O)(=O)CC2N1c1ccc(Cl)cc1Cl)C1CC1 (stereo not drawn) |
| 13%[76.3 µM] | O=C(c1ccc2c(c1)OCO2)c1cn(Cc2ccc(Cl)cc2)c2ccc(F)cc2c1=O |
| 14%[76.3 µM] | CCCC[C@H]1COCCS(=O)(=O)N1Cc1cccc(F)c1 |
| 9%[76.3 µM] | COc1ccc(NS(=O)(=O)c2ccc3c(c2)CCN3C(=O)CCC(=O)O)cc1Cl |
| 18%[76.3 µM] | O=C(CCn1c(=O)c2ccccc2n(CC(=O)Nc2ccc(F)cc2)c1=O)NCCc1ccccc1 |
| 1%[76.3 µM] | Cc1ccc2oc(C(=O)N(Cc3ccncc3)CC3CCCO3)c(C)c2c1 (stereo not drawn) |
| -10%[76.3 µM] | COc1ccc2c(c1)-c1nc(NC(=O)c3ccccc3F)sc1CC2 |
| 5%[76.3 µM] | Cc1ccc(OCC(O)CN2CCN(c3ccc(C)cc3)CC2)cc1 (stereo not drawn) |
| -1%[76.3 µM] | O=C(CSc1n[nH]c(=O)n1C1CC1)Nc1ccccc1 |
| -1%[76.3 µM] | COc1ccc(CCNC(=S)Nc2ccc(S(=O)(=O)Nc3ncccn3)cc2)cc1OC |
| 4% | COc1cc2c(cc1OC)CN(S(=O)(=O)c1ccccc1F)CC2 |
| -17%[76.3 µM] | CCNc1nc(OC)nc(Oc2ccc(=O)[nH]n2)n1 |
| 0%[76.3 µM] | COc1ccc(S(=O)(=O)NC(C)C(=O)NC2CC2)cc1C (stereo not drawn) |
| -15%[76.3 µM] | CCOC(=O)N1CCN(C(=O)c2cccc(N3C(=O)NC4CC3(C)Oc3ccccc34)c2)CC1 (stereo not drawn) |
| 2% | Nc1[nH]c(=O)[nH]c(=O)c1N=Nc1ccc(C(=O)O)cc1 |
| 4% | CCOc1ccc(N(C(=O)c2snc(C(N)=O)c2N)C(C(=O)NC2CCCC2)c2ccncc2)cc1 (stereo not drawn) |
| 1% | CC(=O)c1ccc(N(CC(=O)NC2CCCC2)C(=O)CCC(=O)Nc2cc(C)on2)cc1 |
| 11%[76.3 µM] | COc1cc2c(=O)c(S(=O)(=O)c3ccc(F)cc3)cn(Cc3ccc(Cl)cc3)c2cc1OC |
| -7%[76.3 µM] | CCOC(=O)/C=C/c1ccc2oc3ccccc3c(=O)c2c1 |
| 11%[76.3 µM] | COc1cc(OC)c(NC(=O)CCc2c(C)nc3c4c(C)cc(C)nc4nn3c2C)cc1Cl |
| 7%[76.3 µM] | Cc1oc2ccc(O)c(CN3CCC(C)CC3)c2c1C(=O)Nc1ccccc1 |
| -5%[76.3 µM] | COc1cccc(OC)c1Cn1nnc2c(=O)[nH]c(C3CCN(C(=O)c4ccccc4)CC3)nc21 |
| -8% | COc1ccc(N(CC(=O)N/N=C/c2ccc(N(C)C)cc2)S(=O)(=O)c2ccccc2)cc1 |
| 3% | CCOc1ccc(NC(=O)NCc2cccn2C)cc1 |
| -18%[76.3 µM] | C[C@H]1CNC(=O)C(=O)N1C[C@H](Cc1ccc(O)cc1)NC(=O)CC12CC3CC(CC(C3)C1)C2 |
| 14%[76.3 µM] | CC(C)CNC(=O)c1ccc2c(c1)C(=O)N(Cc1ccco1)C2=O |
| 0%[76.3 µM] | COCCCC1CCN(C(=O)C2CCC(=O)N(C3CCCC3)C2)CC1 (stereo not drawn) |
| -9%[76.3 µM] | S=C(NCc1ccccc1)N/N=C/c1cccs1 |
| 15%[76.3 µM] | CCOCCCNC(=O)c1cc2c(-c3ccc(OC)c(OC)c3)nn(C)c2s1 |

3 compounds already listed, sorted by the value under GAA glycogen mod, high to low:
| compound | GAA glycogen mod |
| --- | --- |
| COc1cc2c(cc1OC)CN(S(=O)(=O)c1ccccc1F)CC2 | 4% |
| Nc1[nH]c(=O)[nH]c(=O)c1N=Nc1ccc(C(=O)O)cc1 | 2% |
| CC(=O)c1ccc(N(CC(=O)NC2CCCC2)C(=O)CCC(=O)Nc2cc(C)on2)cc1 | 1% |

(continued)
| GAA glycogen mod | SMILES |
| --- | --- |
| 9%[76.3 µM] | Cc1cc2nc(-c3cccc(NC(=O)c4cccc5ccccc45)c3)oc2cc1C |
| 2%[76.3 µM] | COc1ccc(/C=C/C(=O)Nc2nc3n(n2)C(c2ccccc2)C=C(c2ccc(Cl)cc2)N3)cc1 (stereo not drawn) |
| -1% | COc1ccccc1C(=O)OCC(=O)NC(C)CCc1ccccc1 (stereo not drawn) |
| -1% | CCOCCCNC(=O)c1cc2c(=O)n3cccc(C)c3nc2s1 |
| 19%[76.3 µM] | CCN(CC)C(=O)CN1C(=O)COc2ccc(S(=O)(=O)N3CCOCC3)cc21 |
| 7%[15.3 µM] | Cc1cc2c(c(=O)o1)C1O[C@](CCCCN3C(=O)c4ccccc4C3=O)(Cc3cc(C#N)ccc31)O2 |
| -5%[76.3 µM] | O=C(Nc1ccccc1C(F)(F)F)N1CCC(CN2CCc3ccccc3C2)CC1 |
| 0% | COc1ccc(-n2nc(C(=O)NCC(=O)NCc3cccc(F)c3)c3ccccc3c2=O)cc1Cl |
| 8%[76.3 µM] | COc1ccc(CCNC(=O)c2cc(-c3ccc(Cl)cc3)on2)cc1OC |
| -19%[76.3 µM] | COc1ccc(-c2cc(-c3ccc(Cl)cc3)c(C#N)c(SCC(=O)O)n2)cc1 |
| 15%[76.3 µM] | COc1cc(OC)c(N(C)C(=O)c2sc3nc4n(c(=O)c3c2C)CCCCC4)cc1Cl |
| 16%[76.3 µM] | COCCCn1c(=O)c2sccc2n2c(CCCC(=O)NC3CCC(C)CC3)nnc12 (stereo not drawn) |
| -2%[76.3 µM] | O=C(Nc1ccccn1)c1ccc(C(=O)Nc2ccccn2)cc1 |
| 5%[76.3 µM] | COc1ccc(NC(=O)CCc2nc3cccnc3n2Cc2cccs2)c(OC)c1 |
| -13% | NC(=S)NN=C(c1ccccc1)c1ccccc1 |
| -14%[76.3 µM] | Cc1ccc(-c2c(C(=O)NCCc3ccc(Cl)cc3)oc(=O)c3ccccc23)cc1 |
| -16%[76.3 µM] | Cc1ccsc1CN(C(=O)COc1ccccc1Cl)C1CCS(=O)(=O)C1 (stereo not drawn) |
| -6%[76.3 µM] | C=CCC(CC=C)(CNC(=O)C(=O)Nc1ccc(C(=O)OCC)cc1)c1ccccc1 |
| 12%[76.3 µM] | CC(=O)c1ccc(N2CCN(S(=O)(=O)c3ccc4c(c3)CC(C)N4C(=O)C3CCC3)CC2)cc1 (stereo not drawn) |
| 18%[76.3 µM] | COc1ccc(NC(=O)C2CCCN(S(=O)(=O)c3ccc4[nH]c(=O)ccc4c3)C2)cc1 (stereo not drawn) |
| -3% | O=C(Nc1ccc(Br)cc1)C1CC(O)CN1C(=O)OCc1ccccc1 (stereo not drawn) |
| -2% | COc1ccc(C2C(C(C)=O)=C(O)C(=O)N2c2ccccn2)cc1 (stereo not drawn) |
| 15%[76.3 µM] | Cn1c(=O)c2c(nc(Oc3ccccc3Cl)n2Cc2ccc(C#N)cc2)n(C)c1=O |
| -12%[76.3 µM] | CC(C)(C)c1ccc(C(=O)N(Cc2ccc(F)cc2)Cc2ccco2)cc1 |
| -8%[76.3 µM] | COc1ccc(-n2c(C)nnc2SCc2nc(-c3ccc(OC)c(OC)c3)no2)cc1 |
| 5% | Cc1c(C(=O)NC2CCS(=O)(=O)C2)oc2ccccc12 (stereo not drawn) |
| -4%[76.3 µM] | COc1cc2[nH]c(=O)n(CCCC(=O)N(C)Cc3ccccc3)c(=O)c2cc1OC |
| -4% | COc1ccc(C2c3cc(OC)c(OC)cc3CCN2C(=O)c2cccc([N+](=O)[O-])c2)cc1OC (stereo not drawn) |
| 17%[76.3 µM] | COc1ccc(C)cc1NC(=O)c1cc2c(=O)n3cccc(C)c3nc2s1 |
| 8%[76.3 µM] | CCOC(=O)c1ccccc1NC(=O)c1sc2nc3n(c(=O)c2c1C)CCCCC3 |
| 6% | COc1cc(-n2c(C)nc3cccnc32)c(Cl)cc1C(=O)O |
| 5% | CC(C(=O)NCCS(=O)(=O)c1ccc(Br)cc1)S(=O)(=O)c1ccc(Cl)cc1 (stereo not drawn) |
| 7% | O=C(NC1CC2CCCC(C1)N2C(=O)Nc1cccc(F)c1)C1CC1 (stereo not drawn) |
| -4%[76.3 µM] | CCOC(=O)c1c(NC(=O)c2ccc(F)cc2)sc2c1CCC(CC)C2 (stereo not drawn) |
| 2%[76.3 µM] | CCN(C(=O)Cn1c([N+](=O)[O-])cnc1C)c1ccccc1 |
| -19%[76.3 µM] | CSc1nnc(N2C(=O)C(O)=C(C(=O)c3ccco3)C2c2cccc(Cl)c2)s1 (stereo not drawn) |
| -3% | CN1CCN(C(=O)/C(=C/c2ccco2)NC(=O)c2ccccc2)CC1 |
| 5% | COc1ccc(C(=O)N/N=C(\N)c2cc3ccccc3oc2=O)cc1 |
| 3% | Cc1cccc(NC(=O)c2cc(-c3c(C)cc(C)cc3O)n[nH]2)c1 |
| 5%[76.3 µM] | Cc1ccccc1N1CCN(S(=O)(=O)c2nnc(NC(=O)c3ccc(C(C)C)cc3)s2)CC1 |
| -3%[76.3 µM] | COc1ccc(NC(=O)c2sc3nc4c(cc3c2N)CN(Cc2ccccc2)CC4)cc1 |
| 14%[76.3 µM] | COc1ccc(-c2cn3c(n2)sc2cc(C(=O)Nc4ccc(C)c(Cl)c4)ccc23)cc1 |
| 0%[76.3 µM] | Cc1ccc(CCNS(=O)(=O)c2cc3c(cc2C)NC(=O)CO3)cc1 |
| -6%[76.3 µM] | CCN(Cc1ccc(OC)c(COC)c1)CC1CCCN(CCc2cccc(OC)c2)C1 (stereo not drawn) |
| 15%&11%[76.3 µM] | CCC(Oc1ccccc1)C(=O)Nc1nnc(S(=O)(=O)Nc2ccccc2)s1 (stereo not drawn) |
| 4% | COc1cc(OC)cc(C(=O)Nc2ccccc2-c2nnn(CC(=O)Nc3cc(C)on3)n2)c1 |
| -15%[76.3 µM] | Cc1ccccc1C(=O)Nc1ccc2nc(Nc3cccc(C(F)(F)F)c3)cc(C)c2c1 |
| 5% | Cn1c(=O)c(C(=O)NNC(=O)c2ccccc2Cl)c(O)c2ccccc21 |
| 5%[76.3 µM] | Cc1ccc(C(=O)NC2(C(F)(F)F)N=C(c3ccccc3)N(C3CCCCC3)C2=O)cc1 (stereo not drawn) |
| -4% | CC(=O)N1CCC(N(CCCOC(C)C)S(=O)(=O)c2ccc([N+](=O)[O-])cc2)CC1 |
| -9%[76.3 µM] | Cc1ccccc1OCCCCn1c(-c2ccc(Cl)cc2)nc2ccccc2c1=O |
| 3%[76.3 µM] | COc1ccc(CCN(C)C(=O)c2ccc(OCC(=O)N3CCOCC3)c(OC)c2)cc1OC |
| 7%[76.3 µM] | CCC(=O)c1cn(CC(=O)Nc2cccc(C)c2C)c2ccccc12 |
| 3% | CC1CN(S(=O)(=O)c2ccc(F)cc2)CN1C(=O)N1CCOCC1 (stereo not drawn) |
| -10%[76.3 µM] | CC(=O)c1ccc(NC(=O)CCCSc2nc(-c3ccco3)cc(C(F)(F)F)n2)cc1 |
| -2%[76.3 µM] | CC(C)CC(=O)Nc1ccc(Oc2ccc3c(c2)C(=O)NC3=O)cc1 |
| -6%[76.3 µM] | COc1cc(-c2nnc(COC(=O)c3cc(C)no3)o2)cc(OC)c1OC |
| 8%[76.3 µM] | CC1(C)OCC(C2CC(c3ccccc3)NS(=O)(=O)O2)O1 (stereo not drawn) |
| 12% | CCCCOc1ccc(N(CC(=O)NCc2ccco2)C(=O)CCC(=O)Nc2nccs2)cc1 |
| 4%[76.3 µM] | COc1ccc(C2NC(=O)CCC2[N+](=O)[O-])c(OC)c1OC (stereo not drawn) |

Next section.
| GAA glycogen mod | SMILES |
| --- | --- |
| -1%[76.3 µM] | Cc1cc(C)cc(Oc2coc3c(CN4CCN(C)CC4)c(O)ccc3c2=O)c1 |
| -11%[76.3 µM] | CCCCN(C)CCCNC(=O)C1CCN(c2nc3ccc(CC)cc3s2)CC1 |
| 12%[76.3 µM] | CCc1ccc(Nc2nc3c(S(=O)(=O)c4cccc(Cl)c4)nnn3c3ccsc23)cc1 |
| -9% | COc1ccccc1C(=O)NNC(=O)C12CC3CC(CC(C3)C1)C2 |
| 1%[76.3 µM] | COc1c(Cl)cnn(-c2cccc(C)c2)c1=O |
| 10%[76.3 µM] | CCn1cc(/C=C(\NC(=O)c2ccc(OC)cc2)C(=O)NCCCn2ccnc2)c2ccccc21 |
| -9%[76.3 µM] | CCCC12CN3CC(CCC)(CN(C1)C3c1c[nH]c3ccc(OC)cc13)C2=O (stereo not drawn) |
| 8%[76.3 µM] | COc1ccc(NS(=O)(=O)c2ccc(NS(=O)(=O)c3cccs3)cc2)c(OC)c1 |
| -7%[76.3 µM] | CCc1cccc(NC(=O)CCS(=O)(=O)c2cc(Br)cc3c2N(C(C)=O)CC3)c1 |
| 11%[76.3 µM] | COc1ccccc1CNS(=O)(=O)c1ccc2c(c1)NC(=O)C(C)C(=O)N2 (stereo not drawn) |

Structures listed so far with an NH in an aromatic ring:
| GAA glycogen mod | SMILES |
| --- | --- |
| -1%[76.3 µM] | O=C(CSc1n[nH]c(=O)n1C1CC1)Nc1ccccc1 |
| -17%[76.3 µM] | CCNc1nc(OC)nc(Oc2ccc(=O)[nH]n2)n1 |
| 2% | Nc1[nH]c(=O)[nH]c(=O)c1N=Nc1ccc(C(=O)O)cc1 |
| -5%[76.3 µM] | COc1cccc(OC)c1Cn1nnc2c(=O)[nH]c(C3CCN(C(=O)c4ccccc4)CC3)nc21 |
| 18%[76.3 µM] | COc1ccc(NC(=O)C2CCCN(S(=O)(=O)c3ccc4[nH]c(=O)ccc4c3)C2)cc1 (stereo not drawn) |
| -4%[76.3 µM] | COc1cc2[nH]c(=O)n(CCCC(=O)N(C)Cc3ccccc3)c(=O)c2cc1OC |
| 3% | Cc1cccc(NC(=O)c2cc(-c3c(C)cc(C)cc3O)n[nH]2)c1 |
| -9%[76.3 µM] | CCCC12CN3CC(CCC)(CN(C1)C3c1c[nH]c3ccc(OC)cc13)C2=O (stereo not drawn) |
